High-throughput results deposited in PubChem BioAssay by several laboratories.
Rad51 HR inh – Rad51 (human) homologous recombination inhibition; inhibition, % at 10 µM; Q06609; 200,000 tested, 0.085% active; hRad51 DNA strand exchange, fluorescence dequenching;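 active = inhibition above 40% at the single screening dose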;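 also: 0% = DMSO control wells and 100% = blanks with heterologous ssDNA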
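Read-out basis: percent inhibition relative to plate controls and blanks / Assay system: human Rad51 nucleoprotein filaments preassembled on unlabelled ssDNA / Timing: filaments 15 min 37 °C, then compound 30 min / Control set: per-plate controls and blanks / Technique: fluorescence dequenching at 485/520 nm / Compound: 10 µM final, single point / Also added: Fluorescein- and BHQ1-tagged 47-mer duplex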
14-3-3 Bad PPI – disrupts binding of bovine 14-3-3 zeta to phospho-Bad peptide; P63103; TR-FRET 14-3-3zeta/Dy647-pBad peptide displacement, 1 h; inhibition, % at 21.7 µM; 220,000 tested, 0.71% active;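 active = inhibition above about 70%, limit read from the data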;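 also: 0% = full 14-3-3 plus peptide FRET controls and 100% = background without 14-3-3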
EP2 mod – EP2 receptor (human) modulation. 260,000 tested, 0.83% active. P43116. AID 940. EP2-expressing cells, cAMP HTRF FRET, PGE2 co-stimulation. induction, % at 25 µM;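 active = compounds whose cAMP rise, as percent of the full-agonist control response, exceeds 60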;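 also: rat C6 glioma line stably carrying human EP2 under a CMV promoter; the protocol text gives 20 µM as final concentration; 100% = response of wells given 1 µM PGE2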
m-calpain inh – calpain II (pig) inhibition | purified calpain II, fluorogenic peptide substrate, 30 min | AID 1236 | 220,000 tested, 0.37% active | inhibition, % at 16 µM;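 active = inhibition above about 50%, limit read from the data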
Tb hexokinase – blocks Trypanosoma brucei hexokinase 1 activity. recombinant TbHK1, G6PDH-coupled NADH A340. AID 1430. 220,000 tested, 0.11% active. inhibition, % at 10 µM;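 active = inhibition of 50% or more in the single-dose primary screen; inactive = inhibition below 50%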
eIF4E-4G inh – inhibitors of eIF4E and eIF4G interaction in translation initiation. P63073+Q04637. TR-FRET eIF4E-eIF4GI(517-606) binding, 2 h. inhibition, % at 21.7 µM. 220,000 tested, 0.37% active;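 active = inhibition above about 30%, limit read from the data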;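 also: 0% = full FRET control wells and 100% = background wells lacking eIF4GI fragment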
Target sequence (P63073 whole entry, looked up, the tested form may be a part): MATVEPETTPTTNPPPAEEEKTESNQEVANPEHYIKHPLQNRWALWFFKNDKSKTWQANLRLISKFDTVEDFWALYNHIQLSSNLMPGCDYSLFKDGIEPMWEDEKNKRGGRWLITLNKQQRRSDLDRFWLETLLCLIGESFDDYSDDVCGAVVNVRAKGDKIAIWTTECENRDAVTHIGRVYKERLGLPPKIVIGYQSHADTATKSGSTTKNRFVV
Target sequence (Q04637 whole entry, looked up, the tested form may be a part): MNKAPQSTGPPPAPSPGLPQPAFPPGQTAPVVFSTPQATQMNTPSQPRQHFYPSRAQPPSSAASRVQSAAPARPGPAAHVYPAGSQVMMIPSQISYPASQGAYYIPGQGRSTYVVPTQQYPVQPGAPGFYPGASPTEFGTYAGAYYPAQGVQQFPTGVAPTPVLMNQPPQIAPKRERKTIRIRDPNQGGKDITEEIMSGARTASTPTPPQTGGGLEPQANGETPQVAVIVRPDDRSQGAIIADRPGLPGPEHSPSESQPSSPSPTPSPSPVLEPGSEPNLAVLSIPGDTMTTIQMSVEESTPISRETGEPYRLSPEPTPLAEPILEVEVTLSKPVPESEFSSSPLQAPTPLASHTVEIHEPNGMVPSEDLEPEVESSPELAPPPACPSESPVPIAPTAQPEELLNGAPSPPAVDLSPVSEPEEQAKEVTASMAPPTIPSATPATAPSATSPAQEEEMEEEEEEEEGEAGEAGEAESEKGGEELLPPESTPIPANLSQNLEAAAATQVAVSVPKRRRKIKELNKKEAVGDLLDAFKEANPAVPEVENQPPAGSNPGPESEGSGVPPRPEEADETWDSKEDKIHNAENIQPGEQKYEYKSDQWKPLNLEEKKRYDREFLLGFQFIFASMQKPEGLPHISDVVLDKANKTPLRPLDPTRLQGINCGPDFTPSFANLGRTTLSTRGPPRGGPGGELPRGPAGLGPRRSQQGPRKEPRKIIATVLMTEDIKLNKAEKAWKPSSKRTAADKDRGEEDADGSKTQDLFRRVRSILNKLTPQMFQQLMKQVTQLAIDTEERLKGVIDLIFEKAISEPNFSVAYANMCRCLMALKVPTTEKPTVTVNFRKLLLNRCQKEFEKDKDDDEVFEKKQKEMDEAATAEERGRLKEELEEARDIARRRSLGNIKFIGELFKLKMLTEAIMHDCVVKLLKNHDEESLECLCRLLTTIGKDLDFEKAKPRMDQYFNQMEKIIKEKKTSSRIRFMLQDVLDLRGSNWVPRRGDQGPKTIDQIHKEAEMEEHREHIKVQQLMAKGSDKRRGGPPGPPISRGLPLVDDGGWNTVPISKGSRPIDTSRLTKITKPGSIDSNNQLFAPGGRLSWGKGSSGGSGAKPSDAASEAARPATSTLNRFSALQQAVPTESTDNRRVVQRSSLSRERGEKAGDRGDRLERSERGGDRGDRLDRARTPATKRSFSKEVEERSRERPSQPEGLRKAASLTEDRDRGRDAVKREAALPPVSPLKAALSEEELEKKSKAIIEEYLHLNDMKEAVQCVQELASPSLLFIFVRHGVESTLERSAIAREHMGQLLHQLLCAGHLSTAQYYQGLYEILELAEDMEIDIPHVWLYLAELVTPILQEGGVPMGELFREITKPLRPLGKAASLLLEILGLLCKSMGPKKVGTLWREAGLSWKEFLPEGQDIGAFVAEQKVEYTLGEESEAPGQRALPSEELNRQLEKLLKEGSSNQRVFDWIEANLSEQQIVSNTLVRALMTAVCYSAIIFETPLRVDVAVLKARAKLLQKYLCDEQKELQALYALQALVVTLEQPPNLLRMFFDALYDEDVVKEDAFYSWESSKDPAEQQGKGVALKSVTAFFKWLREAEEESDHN
PGE2 EP2 inh – inhibitors of human EP2 prostaglandin E2 receptor; P43116; C6 glioma cells expressing human EP2, cAMP TR-FRET; cells stimulated with saturating PGE2; inhibition, % at 25 µM; 260,000 tested, 0.52% active; AID 1422;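 active = percent inhibition above 40 after rounding to a whole number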;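 also: rat C6 glioma host cells with rolipram phosphodiesterase inhibitor present; the protocol text gives 20 µM as final concentration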
Hck Nef HTS – human Hck-Nef kinase inhibition | Recombinant Hck-YEEI plus Nef, Z-Lyte FRET kinase assay | inhibition, % at 20 µM | 220,000 tested, 0.68% active | AID 463187;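 active = Hck-Nef kinase inhibition above about 50%, limit read from the data; inactive = inhibition below that limit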;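 also: 0% = DMSO with Hck plus Nef and 100% = Hck alone without Nef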
zVAD death inh – L929 zVAD cell death inhibition; 220,000 tested, 0.38% active; AID 1377; L929 zVAD necroptosis rescue, ATP luminescence, 24 h; with zVAD 60 µM; viability rescue, % at 10 µM;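 active = activation, scaled between plate controls, above about 75%, limit read from the data; inactive = activation under that limit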;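 also: 0% = zVAD with DMSO and 100% = DMSO alone without zVAD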
An asterisk follows results filed as active; i = inactive; x = not tested or not shown; & = joins results of further samples; [ ] = another dose, or the depositor's remark. A portion of the library; rates above refer to the full screens.

SMILES	Rad51 HR inh	14-3-3 Bad PPI	EP2 mod	m-calpain inh	Tb hexokinase	eIF4E-4G inh	PGE2 EP2 inh	Hck Nef HTS	zVAD death inh
O=S(=O)(c1ccccc1)N1CCN=C1SCc1ccccc1Cl	23.3	-11.4	47.0	-3.8	2.0	21.9	6.5	25.7	-0.3
Cc1nn(-c2ccccc2)c2c1C(c1ccc(F)cc1)C(C#N)=C(N)O2 (stereo not given)	x	2.2	9.7	11.3	-5.8	-8.0	8.1	2.0	x
Cc1ccc(C)c(S(=O)(=O)Nc2ccc(S(=O)(=O)Nc3onc(C)c3C)cc2)c1	1.9	-18.5	7.2	-26.1	-9.1	-13.3	-2.9	1.3	0.9
Cc1cccc(-c2nc(CSCC(=O)N3CCN(c4ccccn4)CC3)c(C)o2)c1	-29.3	7.2	-25.0	-6.5	-4.2	3.9	5.4	0.1	0.9
COCCNC(=O)C(=O)NNC(=O)COc1ccc(OC)cc1	-14.8	22.6	-4.7	20.2	1.9	-3.1	4.4	12.0	9.2
O=[N+]([O-])CC(=Nc1ccc(F)cc1)N/N=C\c1oc(O)c2ccccc12	-9.1	2.9	-0.7	-46.5	-18.1	-5.5	8.0	32.2	0.0
COC(=O)CCN(C(=O)C1C2CC3CC(C2)CC1C3)c1ccccn1 (stereo not given)	5.3	1.6[fluorescence artefact?]	-3.9	-12.0	1.6	-6.8	7.0	1.2	0.6
Cc1ccccc1C(=O)Oc1ccc(Br)cc1C(=S)N1CCCC1	-6.7	-17.7	40.3	15.3	4.5	7.3[fluorescence artefact?]	4.6	0.2	0.9
Cc1nc(CSc2nnc(Nc3cccc(C)c3C)s2)cs1	6.9	3.1	-13.0	1.7	3.0	2.0	5.7	3.2	0.8
COc1cccc(/C=C/C(=C2/C(=O)N(c3ccccc3)N=C2C)c2ccc(C)cc2)c1OC	5.0	-1.0	-2.6	-71.9	-14.4	-0.4	5.5	-1.3	2.6
O=C(CSc1nc(-c2cccs2)cc(C(F)(F)F)n1)NCc1ccco1	-11.0	0.6	-22.5&-114.7	-23.2	-25.4	-2.9	21.1&8.8	1.1	0.0
Nc1nnc(SCC(=O)OCC(=O)Nc2ccc(Br)cc2)s1	-0.2	4.5	1.1	17.9	1.0	2.4	6.5	4.8	1.1
COc1cc([N+](=O)[O-])cc(/C=N/NC(=O)c2cc(C)nc3ccccc23)c1O	x	-4.3	26.1	-0.9	-8.4	-3.0	11.9	6.2	0.7
CCOC(=O)C1CCCN(C(=O)C2CC(=O)N(c3ccc(C)cc3)C2)C1 (stereo not given)	-0.1	-3.5	15.5	7.5	0.1	-0.5	6.1	0.6	-0.2
CC(C)CC(=O)Nc1ccc(C(=O)NNC(=O)C(c2ccccc2)c2ccccc2)cc1	3.3	-2.1	-16.3	1.6	-7.1	5.0	8.1	0.5	-0.3
Cc1c(NS(=O)(=O)c2ccc3nc(COc4ccccc4Cl)[nH]c3c2)c(=O)n(-c2ccccc2)n1C	15.6	-1.8	-3.0	-43.6	-0.2	-6.5	8.0	-5.8	7.2
COc1ccc(NC(=O)c2oc3ccc(S(=O)(=O)N4CCOCC4)cc3c2C)cc1	x	-0.2	-15.5	9.1	-4.6	-0.4	8.4	-8.3	0.6
CCCc1ccc(OCc2nc(-c3ccc(NC(=O)c4cccs4)cc3)no2)cc1	-4.0	-1.2	-1.1	-41.1	4.6	-1.4	4.7	5.7	0.8
O=C(NC1CCCCCC1)c1ccc(N2CCCC2=O)cc1	-1.5	-3.3	-3.7	2.5	0.4	-7.5	8.9	2.6	4.2
O=C(Nc1ccc(CN2CCCCC2)cc1)c1cccc(Br)c1	1.1	3.6	-7.7	13.7	2.3	0.0	3.4	1.4	2.7
CSc1ccc(/C=N\NC(=O)COc2ccc(Cl)cc2Br)cc1	4.0	-5.5[fluorescence artefact?]	-32.5	-18.4	-8.8	-0.7	2.3	0.4	0.0
CCN(CC)C(=O)CSc1nnc(NC(=O)CCc2ccccc2)s1	12.9	-4.8	12.6	-5.5	-14.8	-2.1	3.6	0.4	1.5
Cc1ccc(-c2c(C#N)c(N)nc3c2CCCC3)o1	x	-8.9	27.9	-77.4	-5.3	-3.0	8.0	16.9	21.5
Cc1ccc(NC(=O)CSc2nnc(-c3ccccn3)n2N)c(Br)c1	15.3	7.5	7.2	-17.4	-5.1	-5.3	11.0	16.1	1.2
CC1CCCN(C(=O)CSCC(=O)N=c2sc3ccccc3n2C)C1 (stereo not given)	-6.7	1.8	-0.9	-11.4	-7.9	-1.8[fluorescence artefact?]	16.9	1.7	-0.3

Quoted at random: two entries already listed, in no set order.
SMILES	Rad51 HR inh	14-3-3 Bad PPI	EP2 mod	m-calpain inh	Tb hexokinase	eIF4E-4G inh	PGE2 EP2 inh	Hck Nef HTS	zVAD death inh
COc1cc([N+](=O)[O-])cc(/C=N/NC(=O)c2cc(C)nc3ccccc23)c1O	x	-4.3	26.1	-0.9	-8.4	-3.0	11.9	6.2	0.7
O=[N+]([O-])CC(=Nc1ccc(F)cc1)N/N=C\c1oc(O)c2ccccc12	-9.1	2.9	-0.7	-46.5	-18.1	-5.5	8.0	32.2	0.0

Continuation.
SMILES	Rad51 HR inh	14-3-3 Bad PPI	EP2 mod	m-calpain inh	Tb hexokinase	eIF4E-4G inh	PGE2 EP2 inh	Hck Nef HTS	zVAD death inh
CCc1ccc(NC(=O)CSc2nnc(-c3cccs3)n2CC)cc1	x	1.4	23.1	-10.2	6.4	-4.0	18.6	-0.4	0.0
Cc1ccc(C(=O)NCC(=O)Nc2ccccc2C(F)(F)F)cc1	3.5	7.5	3.2	15.3	-6.9	0.8	10.7	0.4	-0.2
Cc1cc(Oc2ccccc2F)nc(NCc2ccccc2)n1	x	-5.6	65.8*	20.2	-10.8	4.4	x	0.8	0.1
CCN1CCN(c2cc(C)c3cc(NC(=S)N4CCN(c5ccccc5F)CC4)ccc3n2)CC1	-44.9	-3.3	-83.1	-54.0	-5.6	5.4	2.6	-4.1	2.4
COc1ccc(-n2c(SCC(=O)O)nnc2-c2ccc(NC(=O)c3ccccc3)cc2)cc1	-8.9	8.3	-5.4	-3.0	-8.5	0.9	8.7	8.0	0.3
Cc1ccccc1-n1c(C)nnc1SCC(=O)N1CCc2ccccc2C1	-3.5	-28.9[fluorescence artefact?]	-8.0	16.9	15.4	3.6	6.0	4.6	0.8
N#CCC(=O)NCCCOC(=O)Nc1ccc(Cl)c(Cl)c1	-13.7	1.0	-18.4	2.4	4.0	-9.2	14.6	2.0	0.2
Cn1nnnc1SCc1cn2cccnc2n1	1.1	16.5	23.2	i	-12.6	6.0	5.2	0.8	0.2
CCNC(=O)c1ccccc1-c1nc(-c2ccccc2Cl)no1	2.6	-8.3	11.2	-4.0	41.2	4.2	9.5	4.3	0.1
Cn1c(SCc2nc3ccccc3[nH]2)nnc1-c1cccs1	-1.5	-5.7	10.5	-7.3	2.7	10.8	6.5	2.7	0.1
COc1ccc(CNC(=O)C2COc3ccccc3O2)c(OC)c1 (stereo not given)	x	-7.7	-12.5	18.3	3.1	2.8	x	2.5	0.1
O=C(COc1ccccc1[N+](=O)[O-])NCc1cccnc1	6.5	1.8	5.4	14.1	-9.2	-0.6[fluorescence artefact?]	-0.4	2.0	1.8
Cc1c(C(=O)O)cccc1-c1ccc(/C=N/Nc2ccc(Br)cc2)o1	-0.1	-2.9	-54.6	-39.5	2.9	15.8[fluorescence artefact?]	6.3	10.3	0.5
CCOc1ccc(NC(=O)c2ccc(N)cc2)cc1	-5.6	12.8[fluorescence artefact?]	-7.0	-17.2	-1.5	5.0	13.0	-0.1	1.9
CCOc1ccc(NC(=O)CCS(=O)(=O)c2ccc3c(c2)CCCN3C(C)=O)cc1	0.0	1.3[fluorescence artefact?]	-9.0	6.6	2.7	7.6[fluorescence artefact?]	14.2	1.3	2.5
O=C(CSc1ccc(-c2nc3ccccc3[nH]2)cn1)Nc1ccc(S(=O)(=O)NC2CC2)cc1	-5.3	-10.8[fluorescence artefact?]	1.8	-30.6	-5.0	1.8	7.4	0.1	3.3
CCCN1C(=O)/C(=C/c2c(N3CCNC(=O)C3CC(=O)OCC)nc3c(C)cccn3c2=O)SC1=S (stereo not given)	x	-0.5	-3.2	-6.1	-19.6	-5.9	13.8	32.6	0.6
Cc1c(Cl)cnc(NC(=O)COC(=O)Cc2coc3ccc4ccccc4c23)c1Cl	x	-7.6[fluorescence artefact?]	8.7	-47.3	4.8	-3.3	3.1	-1.8	0.6
CCN1C(=O)C(O)(C2COC(C)(C)CC2=O)c2cc(Br)ccc21 (stereo not given)	1.6	3.7	11.3	-6.8	-2.6	4.1	10.8	1.0	0.1
CCOC(=O)c1[nH]c(C(=O)O)c(CCN(CC)CC)c1C	1.2	2.2	-4.3	-1.1	34.6	11.7[fluorescence artefact?]	3.3	0.3	1.0
NC(=O)NC(=O)COC(=O)CCCc1c[nH]c2ccccc12	x	-1.5	20.4	-31.0	10.5	-5.5	x	0.5	1.3
N#Cc1ccccc1-n1c(N)c(C(=O)N2CCCC2)sc1=S	x	5.2	11.3	16.7	-21.9	-8.0	x	-1.2	0.2
O=C(NCCO)c1nc2ccccc2s1	-3.9	0.7[fluorescence artefact?]	-1.4	-19.1	0.4	5.0	2.6	6.0	0.3
COc1ccc(NC(=O)Nc2ccccc2OC)cc1	-0.1	-5.4	-2.3	16.9	-2.9	3.4	12.5	2.2	-0.1
Cc1cn(C2C=CC(CO)O2)c(=O)[nH]c1=O (stereo not given)	-0.6	-3.2	17.9	8.3	6.2	1.8	9.8	1.1	-0.2
Following part.
SMILES	Rad51 HR inh	14-3-3 Bad PPI	EP2 mod	m-calpain inh	Tb hexokinase	eIF4E-4G inh	PGE2 EP2 inh	Hck Nef HTS	zVAD death inh
Cc1ccc(NC(=O)c2ccc(CSc3nnc(C)s3)cc2)c(C)c1	-4.2	-6.8	-34.1	-22.5	1.6	-9.6	19.1	-0.7	0.1
Cc1cc(C)c2oc(C(=O)Nc3ccc(S(=O)(=O)N4CCCC(C)C4)cc3)cc(=O)c2c1 (stereo not given)	10.2	6.7	-8.6	-44.2	-26.0	1.4	9.9	3.9	0.3
COc1ccc(S(=O)(=O)N(C)CC(=O)O)c2ccccc12	-1.6	1.4	27.5	3.3	0.8	1.5	6.7	-4.8	-0.3
Cc1[nH]nc(SCC(=O)NC2CCCC2)c1[N+](=O)[O-]	13.5	-6.5	19.8	5.4	-10.6	-2.5	7.5	-42.0	1.4
N/C(=N\OC(=O)COc1ccc(Cl)cc1Cl)c1ccccn1	8.6	-7.3	3.0	-4.2	-7.2	5.5	13.8	15.3	1.4
CC(C)(C)NC(=O)Cn1nnc(-c2ccccc2Cl)n1	-2.5	-1.1[fluorescence artefact?]	-24.1	-30.6	3.4	-3.7[fluorescence artefact?]	10.2	0.2	0.4

Results in eIF4E-4G inh, m-calpain inh and zVAD death inh, for some of the entries so far:
| SMILES | eIF4E-4G inh | m-calpain inh | zVAD death inh |
| --- | --- | --- | --- |
| Cc1ccc(NC(=O)c2ccc(CSc3nnc(C)s3)cc2)c(C)c1 | -9.6 | -22.5 | 0.1 |
| Cc1cc(C)c2oc(C(=O)Nc3ccc(S(=O)(=O)N4CCCC(C)C4)cc3)cc(=O)c2c1 (stereo not given) | 1.4 | -44.2 | 0.3 |
| COc1ccc(S(=O)(=O)N(C)CC(=O)O)c2ccccc12 | 1.5 | 3.3 | -0.3 |
| Cc1[nH]nc(SCC(=O)NC2CCCC2)c1[N+](=O)[O-] | -2.5 | 5.4 | 1.4 |
| N/C(=N\OC(=O)COc1ccc(Cl)cc1Cl)c1ccccn1 | 5.5 | -4.2 | 1.4 |
| CC(C)(C)NC(=O)Cn1nnc(-c2ccccc2Cl)n1 | -3.7[fluorescence artefact?] | -30.6 | 0.4 |
